Bioassay records: PubChem BioAssay, National Center for Advancing Translational Sciences (NCATS)
PLK1 PBD block – qHTS for Inhibitors of PLK1-PDB (polo-like kinase 1 - polo-box domain): Primary Screen; Serine/threonine-protein kinase PLK1 (Homo sapiens), P53350; Plk1 PBD binding of FITC phosphopeptide, fluorescence polarization; Potency, µM, without a hit: max response, negative = inhibition, hits mostly inhibitors; 360,000 compounds, 2.8% hits; AID 720504, 2013; note: potency is the fitted concentration of half-maximal effect; series mostly up to about 57 µM; % is set by controls: 0 for no effect and ±100 for the full control effect; nearly all actives have a fitted effect of over 65% in size
EPAC1 ag – qHTS for Agonist of cAMP-regulated guanine nucleotide exchange factor 3 (EPAC1): primary screen | Rap guanine nucleotide exchange factor 3 (Homo sapiens), O95398 | AID 720707, 2013 | EPAC1 agonist qHTS, biochemical assay; response scale: 100% = response to 6.5 mM cAMP | Potency, µM (highest dose often 154 µM), for inactives: top-dose activation, usual class: activators | 360,000 compounds, 0.073% hits; note: potency is the fitted concentration of half-maximal effect; nearly all actives have a fitted effect of over 60% in size
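Read-out is the fluorescence drop as BODIPY-GDP leaves Rap1B (480 nm excitation, 540 nm emission), recorded every 5 minutes over 30 minutes. Reactions held 100 nM EPAC1, 250 nM Rap1B–BODIPY-GDP and 50 uM GDP, with 6.5 mM cAMP setting full activation.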
FUS suppressor – qHTS for Suppressors of FUS Proteinopathy: Primary screen using FUS-linked yeast assay. S. cerevisiae FUS-expressing, growth rescue, OD600, 24 h. Potency, µM (doses to about 76.6 µM), for inactives: top-dose growth rescue (activation), usual class: activators. 390,000 compounds, 0.24% hits. AID 1347120, 2019;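 note: potency is the fitted concentration of half-maximal effect; plate controls were DMSO vehicle for no effect and reference control for full effect; nearly all actives have a fitted effect of over 55% in size; some results filed as inactive show a strong effect at the top dose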
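FUS-expressing yeast, raffinose-pregrown, induced in 2% galactose minimal medium at OD 0.005; compounds in a dilution series, 24hr at 30C. Growth restoration read as absorbance at 600 nm. CP55940 positive control, DMSO negative.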
Abeta yeast res – qHTS for compounds that reverse cellular toxicity of Amyloid beta (A-beta) peptide in yeast: Primary Screen | yeast expressing A-beta42, growth rescue, OD600, 48 h; response scale: 0% DMSO, 100% iron-clioquinol control | Potency, µM (top dose mostly 46.1 µM), for the others: top-dose growth rescue, actives largely listed as activators | 410,000 compounds, 0.063% hits; note: potency is the fitted concentration of half-maximal effect; nearly all actives have a fitted effect of over 55% in size
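Growth rescue measured by 600 nm absorbance after 48 h yeast culture at 30 C with compound. Values normalized between DMSO and an equimolar ferric chloride plus clioquinol control.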
EPAC1 antag – qHTS for Antagonist of cAMP-regulated guanine nucleotide exchange factor 3 (EPAC1): primary screen | Rap guanine nucleotide exchange factor 3 (Homo sapiens), O95398 | EPAC1 GEF assay, Rap1b-BODIPY-GDP exchange fluorescence | Potency, µM (highest dose often 115 µM), without a hit: at the top dose activity change, negative = inhibition, usual class: inhibitors | 360,000 compounds, 0.14% hits | AID 720709, 2013;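 note: potency is the fitted concentration of half-maximal effect; plate controls were vehicle for no effect and positive control for full effect; nearly all actives have a fitted effect of over 50% in size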
WRN inhibitor – qHTS for Inhibitors of WRN Helicase; Bifunctional 3'-5' exonuclease/ATP-dependent helicase WRN (Homo sapiens), Q14191; WRN helicase unwinding, fluorescent forked duplex, kinetic; Potency, µM (doses to about 114 µM), inactives show at the highest dose activity change, negative = inhibition, usual class: inhibitors; 360,000 compounds, 0.46% hits; note: potency is the fitted concentration of half-maximal effect; % is set by controls: 0 for no effect and ±100 for the full control effect; nearly all actives have a fitted effect of over 55% in size
Target sequence (Q14191 whole entry, looked up): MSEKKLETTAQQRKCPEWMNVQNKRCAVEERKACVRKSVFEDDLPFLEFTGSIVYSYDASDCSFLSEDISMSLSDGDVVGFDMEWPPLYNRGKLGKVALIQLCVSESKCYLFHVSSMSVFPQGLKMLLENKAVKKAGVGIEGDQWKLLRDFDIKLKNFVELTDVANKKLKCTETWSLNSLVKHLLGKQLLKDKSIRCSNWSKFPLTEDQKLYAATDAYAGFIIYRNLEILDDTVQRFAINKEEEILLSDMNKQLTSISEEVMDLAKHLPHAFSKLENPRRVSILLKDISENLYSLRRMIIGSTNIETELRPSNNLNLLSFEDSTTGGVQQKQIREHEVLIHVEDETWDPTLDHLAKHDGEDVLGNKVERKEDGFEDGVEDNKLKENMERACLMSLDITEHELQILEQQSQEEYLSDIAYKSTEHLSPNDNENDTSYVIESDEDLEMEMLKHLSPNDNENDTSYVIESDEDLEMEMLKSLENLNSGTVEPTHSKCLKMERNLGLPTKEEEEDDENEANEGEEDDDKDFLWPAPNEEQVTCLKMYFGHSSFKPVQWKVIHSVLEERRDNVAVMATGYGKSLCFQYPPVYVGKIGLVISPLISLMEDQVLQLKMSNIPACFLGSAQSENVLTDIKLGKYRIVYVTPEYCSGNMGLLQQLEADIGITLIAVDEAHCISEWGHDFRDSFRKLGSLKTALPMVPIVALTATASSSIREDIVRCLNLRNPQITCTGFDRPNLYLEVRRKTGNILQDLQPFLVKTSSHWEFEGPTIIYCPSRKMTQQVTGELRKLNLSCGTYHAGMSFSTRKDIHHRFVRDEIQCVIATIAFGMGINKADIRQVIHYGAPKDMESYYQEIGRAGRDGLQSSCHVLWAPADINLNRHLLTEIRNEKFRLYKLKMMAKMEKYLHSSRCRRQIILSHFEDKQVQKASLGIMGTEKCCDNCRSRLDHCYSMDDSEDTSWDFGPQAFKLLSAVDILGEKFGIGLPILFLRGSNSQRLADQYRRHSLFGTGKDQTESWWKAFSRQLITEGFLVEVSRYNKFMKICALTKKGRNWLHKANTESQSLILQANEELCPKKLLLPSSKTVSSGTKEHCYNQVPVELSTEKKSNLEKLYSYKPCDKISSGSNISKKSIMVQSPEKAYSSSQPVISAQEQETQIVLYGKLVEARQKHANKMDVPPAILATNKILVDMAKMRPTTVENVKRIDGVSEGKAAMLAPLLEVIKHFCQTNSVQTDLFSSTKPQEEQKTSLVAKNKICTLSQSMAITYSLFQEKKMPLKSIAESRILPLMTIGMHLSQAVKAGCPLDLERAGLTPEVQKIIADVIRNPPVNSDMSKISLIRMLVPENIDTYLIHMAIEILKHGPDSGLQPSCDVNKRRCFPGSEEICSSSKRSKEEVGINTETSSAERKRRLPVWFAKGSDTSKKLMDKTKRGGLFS
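WRN at 20 nM final was preincubated with compound for 15 min at room temperature; reaction started with 100 nM forked duplex oligonucleotide carrying fluorophore and quencher plus 2 mM ATP (final). Unwinding followed kinetically by red fluorescence (ex 525/em 598 nm).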
IL2 activator – qHTS of IL-2 Activators | IL-2 activation reporter assay, cell-based qHTS; stimulated with anti-CD3/CD4/CD28 beads; in transgenic mouse T cells | activation, % (series mostly up to about 46 µM) | 360,000 compounds, 0.065% hits | AID 652025, 2013; in the data active = activation above about 50%; inconclusive = mostly about 30% to 49%; note: 0% is about no effect
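Unstimulated transgenic mouse T cells, 750 per well, received compound and, after 60 minutes, anti-CD3/anti-CD4 bead plus anti-CD28 stimulation. EGFP and DsRed were quantified after 18 hours.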
PI5P4Ka inh – qHTS for Inhibitors of phosphatidylinositol 5-phosphate 4-kinase (PI5P4K) | max response, % | 330,000 compounds, 1.2% hits | AID 652105, 2013 | Phosphatidylinositol 5-phosphate 4-kinase type-2 alpha (Homo sapiens), P48426 | PI5P4Kalpha enzyme, ADP-Glo luminescence, 60 min; hits give low values; active = max response of -50% or lower; inconclusive = between -30% and -50%; inactive = -30% or higher; note: value at the top dose of about 77 µM; % is set by controls: 0 for no effect and ±100 for the full control effect
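Controls without substrate or without enzyme flank wells where PI5P4Kalpha converts substrate using 5 microM ATP (final). Incubation lasts 60 minutes at room temperature; ADP formed is read by ADP-Glo luminescence.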
* hit, by the source's call; ? = inconclusive; / = no result given; & = joins results of further samples; [ ] = another dose, or the depositor's remark. Unless noted, calls come from the whole dose curve; as a rule, active = well fitted curve in the direction sought with a large enough effect; inconclusive = small, poorly fitted or top-dose-only effect, or another doubt; inactive = no such curve, though single readings can be large; an effect the other way counts as inactive or inconclusive.

SMILES	PLK1 PBD block	EPAC1 ag	FUS suppressor	Abeta yeast res	EPAC1 antag	WRN inhibitor	IL2 activator	PI5P4Ka inh
CCCCCCCCCCCCCCCC[N+](C)(C)Cc1ccc(F)cc1	?	21%	/	-80%[inhibitor]	-22%	-14%	-0.7	-18
CC(NC(=O)Nc1nnc(C(F)(F)F)s1)(C(F)(F)F)C(F)(F)F	-3%	-14%	12%	-38%[inhibitor]	-15%	-7%	-0.8	1
Cc1cc(Cl)c(S(=O)(=O)NC2CCCC2)cc1OCC(=O)NC1CCCCC1	-5%	-2%	9%	-4%	-21%	0%	-3.0	1
O=C(NCc1ccccn1)c1ccc(Cl)c(S(=O)(=O)N2CCCCC2)c1	-4%	-3%	-8%	-6%	-12%	14%[57.1 µM]	-0.6	0
COc1ccc(/C=N/Nc2nnc(C)n2N)cc1OC	-4%	-2%	16%	6%	-4%	-6%[11.6 µM]	-0.6	0
Cc1ccc(CNC(=O)C2(c3cccs3)CCOCC2)cc1	-21%	0%	-3%	5%&10%	3%	13%	-2.1	8
CC(=O)CC(C)(C)NC(C)=S	-7%	7%	-23%	0%	11%	-21%	0.1	-3
COc1ccc2[nH]c(CN3CCC(n4nccc4NC(=O)C4CC4)CC3)c(C)c2c1	-9%	6%	17%	-7%	0%	?	-5.5	-2
CCCn1c(N)c(C(=O)CSc2nnc3ccccn23)c(=O)[nH]c1=O	-5%	3%	/	-17%	-6%	3%	-2.5	-1
CC(C)(C)c1cc(NC(=O)CSc2nncs2)n(-c2ccccc2)n1	-14%	0%	/	2%	-2%	-18%	-0.2	2
Cc1cc(C)cc(OCC(=O)OCC(=O)NCc2cccs2)c1	-17%	-1%	-5%	1%	-11%	-2%	1.8	0
COc1ccc(NS(=O)(=O)c2c(C)cc(C)cc2C)cn1	-16%	8%	25%	14%	1%	-2%	0.9	0
CC(C)NC(=O)CCc1nc2cccnc2n1-c1ccccc1	-8%	4%	44%	-8%	-16%	9%	-0.1	2
O=C(NCc1ccncc1)C(=O)NCC(c1ccco1)N1CCN(c2ccccc2)CC1 (centres undefined)	-1%	0%	23%	12%	-6%	-4%	-1.7	5
O=C(CS(=O)(=O)c1ccccc1)c1ccc2c(c1)OCCO2	?	-2%	/	11%	7%	-14%	-1.1	3
COc1cccc(C(=O)c2ccccc2NC(C)=O)c1	0%	8%	-9%	4%	28%	-3%	-0.9	10
COc1cccc2c1SCc1ccccc1C2CC(N)=O (centres undefined)	-28%	8%	26%	14%	-2%	9%	-0.4	-11
CSc1cc(-c2ccc(Cl)cc2)[nH]c(=O)c1C#N	-18%	-11%	-35%	-2%	-4%	-2%	-0.4	-3
CCN1CCN(CCNC(=O)CCCn2nc(C)c3c(C)n(-c4ccc(C)cc4)nc3c2=O)CC1	-12%	-1%	-12%	-24%	-5%	-3%	0.4	-3
C(=C\N1CCCCCC1)/c1nnnn1-c1ccc(-c2ccccc2)cc1	4%	3%	5%	-48%[inhibitor]	-5%	-12%	-1.0	1
Cc1cc(C(=O)N2CCN(C/C=C/c3ccccc3)CC2)no1	-5%	-1%	27%	-1%	13%	1%	0.4	/
CCCCn1c(N)c(N(CC(C)C)C(=O)C2CCC2)c(=O)[nH]c1=O	4%	-7%	-16%	0%	-13%	4%	0.4	0
Cc1cc(C(=O)CN2C(=O)c3cccc(N)c3C2=O)c(C)n1Cc1cccs1	3.4µM*	10%	18%	-10%	-13%	-11%	-0.7	?
N#C/C(=C\C=C\c1ccccc1[N+](=O)[O-])C(=O)NC1CCCCC1	-6%	2%	7%	-6%	-8%	0%	-3.3	-2
COc1cc(OC)c2cc(C(=O)N[C@@H](Cc3ccccc3)C(=O)O)n(C)c2c1	-9%	8%	1%	-8%	-19%	10%	0.7	0
Cc1ccc(S(=O)(=O)N2CCCC2=O)c(C)c1N(C)S(C)(=O)=O	-2%	5%	-6%	5%	14%	2%	0.1	2
CCOC(=O)c1cnc(-n2nc(C)cc2C)nc1N1CC(C)OC(C)C1 (centres undefined)	2%	14%	3%	?	-4%	-3%	-0.4	-1
CC(=O)N1CCc2c(sc(NC(=O)c3ccc4c(c3)OCCO4)c2C#N)C1	-7%	2%	3%	4%	-4%	1%	-1.1	-5
CCCCc1nc(NCc2ccccc2)c(C#N)c2c1CCCC2	-2%	-9%	-25%	4%	-17%	-12%	-2.0	21
O=C(Nc1ccc(F)c(F)c1)C1CCCN(S(=O)(=O)c2cnc[nH]2)C1 (centres undefined)	1%	-12%	-22%	-13%	-9%	-4%	-2.0	-4
CCOC(=O)CNC(=O)CSc1nc2nc(C)c(Br)cc2[nH]1	-5%	-12%	?	7%	0%	-17%	0.4	8
CC(C)NC(=O)N(C)C[C@@H]1Oc2c(NC(=O)Nc3ccccc3)cccc2C(=O)N([C@H](C)CO)C[C@H]1C	-13%	-11%	8%	-11%	0%	-6%	0.2	-1
Cc1ccc(C)c(NC(=O)c2ccc(N(C)S(C)(=O)=O)cc2)c1	-6%	-2%	15%	1%	19%	2%	0.3	/
Cc1ccc(OCCC(=O)OCC(=O)N2c3ccccc3NC(=O)C2(C)C)cc1	-4%	4%	4%	12%	-12%	-14%	0.2	-22
COc1ccccc1CNC(=O)[C@@H]1CCCN1S(=O)(=O)c1ccc(Cl)cc1	-15%	-3%	12%	-12%	-28%	?	0.8	4
Cc1cc2c(=O)n(Cc3ccco3)c(SCC(=O)NCc3ccco3)nc2s1	-19%	4%	?	11%	5%	-27%	0.4	/
COc1ccc(NS(=O)(=O)c2ccc(NC(=O)CCNS(=O)(=O)c3ccc(C)cc3)cc2)cc1	-1%	-2%	10%	7%	-4%	-12%	-0.7	-7
Cc1cc(C(=O)NCCc2ccc(Cl)cc2)no1	-19%	-7%	3%	-1%	-7%	-3%	-2.9	0
COc1cccc2oc3ccc(C#Cc4ccccn4)cc3c(=O)c12	-6%	1%	11%	-24%	9%	3%	-0.2	-5
O=C(c1ccc(Oc2ccccc2)cc1)c1nc2c(n1O)CCCC2	-10%	8%	?	-22%	0%	-10%	-1.6	/
CC(=O)N1CCC(N(C(=O)Nc2ccc(F)cc2)C2CCCC2)CC1	-21%	-16%	-26%	-16%	-17%	1%	-3.6	-3
COC(=O)C[C@H]1C=C[C@@H](NC(=O)c2ccncc2)[C@@H](CO)O1	-5%	6%	-1%	1%	6%	-5%	-0.1	-1
CCOC(=O)c1sc(NC(=O)c2ccc(S(=O)(=O)N3CCOCC3)cc2)nc1-c1ccccc1	-2%	12%	-20%	-6%	-10%	-11%	-0.1	7
COc1ccc(Br)cc1/C=C\C(=O)NCc1cccnc1	-1%	-3%	2%	-4%	6%	3%	-2.2	0
COc1cccc(CNc2ccc(S(=O)(=O)N3CCN(C)CC3)cn2)c1	-13%	10%	-12%	-18%	-7%	7%	-0.5	0
CCCn1nnnc1SCC(=O)c1ccc(NC(C)=O)cc1	-23%	-1%	0%	6%	13%	8%	3.3	0
Cc1ccc(/C=C(\NC(=O)c2ccccc2)C(=O)OCc2ccccc2)cc1	-10%	7%	/	28%	-14%	-2%	0.3	16
C[C@@H](C(=O)OCC(=O)NCCc1ccc(S(N)(=O)=O)cc1)N1C(=O)C2CCCCC2C1=O (some centres undefined)	-3%	-13%	-38%	-7%	4%	3%	1.6	-4
Cc1cc2c(c(SCC(=O)NCc3ccccc3Cl)n1)C(=O)OC2	-3%	6%	8%	5%	-12%	4%[57.1 µM]	1.4	-5
C/C(=N\Nc1ccc(F)cc1F)c1ccc(Br)s1	-15%	-1%	5%	0%	-5%	-3%	-2.9	31
New compounds follow
SMILES	PLK1 PBD block	EPAC1 ag	FUS suppressor	Abeta yeast res	EPAC1 antag	WRN inhibitor	IL2 activator	PI5P4Ka inh
COc1ccc(CCNC(=O)c2oc3ccc(S(=O)(=O)N4CCOCC4)cc3c2C)cc1OC	-13%	7%	17%	12%	-4%	-3%	-1.9	0
CCCC(=O)N1CCN(c2ccc(NC(=O)c3cc4ccccc4o3)cc2Cl)CC1	-4%	-8%	27%	-34%	-18%	-2%	-0.5	10
COc1ccc(OC)c(-c2cc(C(=O)N3CCOCC3)no2)c1	-4%	4%	-5%	-8%	-9%	-25%	0.9	-2
CN(C)/C=C(\C(=O)c1ccccc1)c1nnnn1-c1ccc(F)cc1	-14%	6%	2%	?	9%	-10%	0.5	-6
COc1ccc(CCNC(=O)c2cc(-c3ccc(Cl)c(Cl)c3)oc2C)cc1	-1%	11%	0%	-1%	-12%	-11%	1.6	14
Cn1ccc(/C=N/N=C2/NC(=O)CS2)n1	1%	2%	-23%	?	9%	-4%	0.9	2
CCCOC(=O)c1ccc(NC(=O)c2cnccn2)cc1	-15%	1%	17%	-9%	2%	-1%	0.3	-7
CCOC(=O)c1nc(Nc2ccccc2CC)c2ccccc2n1	3%	-2%	18%	-9%	-7%	-1%	-6.9	0
Cc1ccc(C(=O)N/C(=C\c2ccco2)C(=O)NCc2cccnc2)cc1	-3%	-1%	14%	-6%	-6%	8%	1.5	-6
CC1(C)S[C@@H]2[C@H](NC(=O)C(C(=O)O)c3ccccc3)C(=O)N2[C@H]1C(=O)O (some centres undefined)	-2%	-24%	-27%	-11%	10%	/	0.6	-6
CSc1cccc(NC(=O)c2ccc(CN3CCc4ccccc4C3)cc2)c1	-16%	20%	10%	-5%	-13%	5%	-0.4	?
COC(=O)C1CCN(C(=O)c2ccc3nc(-c4cccc(OC)c4)oc3c2)CC1	5%	3%	32%	4%	11%	-2%	0.0	0
CCn1c(SCC(=O)N/N=C/c2ccccc2OCC(=O)O)nnc1-c1ccc(C(C)(C)C)cc1	5%	6%	19%	-13%	?	-3%	0.3	-13
